Screens deposited in PubChem BioAssay by National Center for Advancing Translational Sciences (NCATS).
N370S GC = inhibits or activates N370S mutant glucocerebrosidase; P04062; AID 2101; Potency, µM (top dose mostly 59.4 µM), without a hit: at the top dose activity change, negative = inhibition, hits mostly inhibitors; N370S GC spleen homogenate, 4MU-glucoside fluorescence; hit rate 0.092% among 330,000;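 also: 0% = full enzyme activity and -100% = no enzyme basal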
FEN1 inhibitor = blocks human flap endonuclease 1. Recombinant FEN1 flap cleavage, fluorescence, 15 min. AID 588795. hit rate 0.35% among 390,000. Potency, µM (top dose mostly 114 µM), for the others: at the top dose activity change, negative = inhibition, most hits filed as inhibitors. P39748; also: nearly all actives have a fitted effect of over 65% in size
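FEN1 at 10 nM, compound pretreatment for 15 min (room temperature), 50 nM final substrate to initiate; endpoint reads at 0 and 15 min; DMSO-only plates used as vehicle background.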
KAT2A inh = inhibitors of human GCN5L2 histone acetyltransferase | Q92830 | GCN5L2 HAT assay, ThioGlo1 CoA-SH fluorescence | hit rate 0.21% among 390,000 | Potency, µM (top dose mostly 58.9 µM), for the others: top-dose activity change, negative = inhibition, most hits filed as inhibitors
Target sequence (Q92830 whole entry, looked up): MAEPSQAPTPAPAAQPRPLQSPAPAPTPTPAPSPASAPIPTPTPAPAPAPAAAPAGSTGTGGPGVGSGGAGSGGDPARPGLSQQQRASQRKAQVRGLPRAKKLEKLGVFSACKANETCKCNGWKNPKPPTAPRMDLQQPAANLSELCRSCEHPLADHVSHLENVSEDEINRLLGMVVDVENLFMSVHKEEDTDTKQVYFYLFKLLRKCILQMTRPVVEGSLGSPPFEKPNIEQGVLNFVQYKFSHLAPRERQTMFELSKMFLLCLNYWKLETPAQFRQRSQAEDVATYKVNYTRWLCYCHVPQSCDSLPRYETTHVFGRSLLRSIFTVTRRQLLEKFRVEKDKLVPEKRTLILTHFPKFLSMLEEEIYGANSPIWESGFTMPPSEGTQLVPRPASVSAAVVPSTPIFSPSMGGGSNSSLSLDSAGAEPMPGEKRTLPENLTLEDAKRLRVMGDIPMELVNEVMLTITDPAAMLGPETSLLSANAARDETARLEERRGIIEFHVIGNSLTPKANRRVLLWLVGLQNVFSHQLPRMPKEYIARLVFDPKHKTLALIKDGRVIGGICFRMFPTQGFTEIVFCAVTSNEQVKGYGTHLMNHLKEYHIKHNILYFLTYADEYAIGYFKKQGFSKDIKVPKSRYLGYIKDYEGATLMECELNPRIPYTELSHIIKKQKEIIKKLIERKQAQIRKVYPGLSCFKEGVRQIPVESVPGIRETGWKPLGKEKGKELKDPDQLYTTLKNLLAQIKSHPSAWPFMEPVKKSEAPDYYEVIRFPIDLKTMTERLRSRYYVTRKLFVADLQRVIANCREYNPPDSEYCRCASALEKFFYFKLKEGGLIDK
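Enzyme at 20nM final was mixed with library compounds for 15 min at room temperature. Peptide H3(1-25) at 75uM, acetyl-CoA at 70uM and ThioGlo1 at 50uM were then added. Plates were read immediately and after 20 min (Ex340nm/Em540nm).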
An asterisk follows results filed as active; ? = inconclusive; · = no result given; & = joins results of further samples; [ ] = another dose, or the depositor's remark. Calls follow the shape of the dose curve; as a rule, active = well fitted curve in the direction sought with a large enough effect; inconclusive = small, poorly fitted or top-dose-only effect, or another doubt; inactive = no such curve, though single readings can be large; an effect the other way counts as inactive or inconclusive. Unless noted, % is scaled to controls: 0 for no effect and ±100 for the full control effect; potency is read from the fitted curve at half-maximal effect. A portion of the library; the hit share may differ from the screen's.

Order of results – N370S GC	FEN1 inhibitor	KAT2A inh
> CC(=O)NC(c1ccco1)c1cc(Cl)c2ccc(Cl)nc2c1O (stereo unspecified)
 : ·	-3%	-1%&2%
> O=C(CCNS(=O)(=O)c1ccc(Br)s1)NC1CCCC1
 : -8%	12%	-4%
> COc1ccc(C)cc1NC(=O)CN(c1ccccc1)S(C)(=O)=O
 : 9%	10%	-6%
> Cc1ccc(S(=O)(=O)c2nnn3c2nc(NCc2ccc(F)cc2)c2sccc23)cc1C
 : ·	-15%	-3%
> CCOCCCNC(=O)c1cccc(OC2CCN(S(C)(=O)=O)CC2)c1
 : 2%	-6%	3%
> COc1ccc(-c2nc(CS(=O)CC(=O)N3CCc4ccccc4C3)c(C)o2)cc1 (stereo unspecified)
 : 2%	-7%	2%
> Cc1nnc(N=c2ssnc2Cl)o1
 : ·	?	2.8µM*
> COc1ccc(-n2c(CCc3ccccc3)n[nH]c2=S)cc1
 : -11%	15%	2%
> CCC(CO)Nc1ncc([N+](=O)[O-])cc1C#N (stereo unspecified)
 : -17%	3%	58%[activator]
> CCOc1ccc(S(=O)(=O)N(CC)CC(=O)N2CCCC2)cc1C
 : 3%	-1%	-4%
> Oc1cccc(/C=N/N2CCN(C3c4ccccc4-c4ccccc43)CC2)c1
 : -8%	-18%	-10%
> CCOC(=O)C(Sc1nnc(-c2ccncc2)o1)C(C)=O (stereo unspecified)
 : 1%	2%	0%
> CC(=O)Nc1ccc(S(=O)(=O)NCCCN2CCN(Cc3ccccc3)CC2)cc1Cl
 : 7%	0%	-1%
> Cc1cccc(CNc2ncnc3ccc(-c4ccoc4)cc23)c1
 : -4%&1%	-7%	?
> COc1ccccc1C(=O)C1CCCN(Cc2ccc(Oc3ncccn3)cc2)C1 (stereo unspecified)
 : 1%	-1%	-4%
> COc1cccc(-n2nnc3c(=O)n(CC(=O)NCC4CCCO4)cnc32)c1 (stereo unspecified)
 : 3%	4%	-26%
> Cc1cccc(NC(=O)CCS(=O)(=O)c2ccc3c(c2)NC(=O)CS3)n1
 : -3%	-6%	-5%
> Cc1nc(-c2ccccc2)sc1CCNC(=O)C(=O)Nc1ccc2c(c1)OCCO2
 : ·	8%	-1%
> COc1ccc(NC2CCCN(C(=O)CN3CCOC3=O)C2)cc1OC (stereo unspecified)
 : -13%	16%	-6%
> COc1ccc(-c2cc(C(=O)NN3CCOCC3)c3ccccc3n2)cc1OC
 : -2%	-17%	-21%
> CCOc1ccc(NC(=O)CN(C)C(=O)c2ccccc2SCc2c(C)noc2C)cc1OCC
 : -1%	4%	-14%
> CCOC(=O)[C@@H]1[C@H]2COc3ccccc3[C@H]2N2C(=O)N(c3cccc(C)c3)C(=O)[C@]12C
 : ·	-22%	-3%
> COC(=O)C1CCCN1C(=O)c1cccs1 (stereo unspecified)
 : -1%	7%	-6%
> O=C(c1ccccc1Br)N(Cc1ccco1)Cc1ccco1
 : ·	-10%	-4%
> Cc1ccc(C)c(SCC(=O)N(C)C2CCS(=O)(=O)C2)c1 (stereo unspecified)
 : ·	2%	0%
> O=c1oc2ccccc2c(Nc2cccc(O)c2)c1[N+](=O)[O-]
 : 1%	0%	-1%
> O=c1[nH]cnc2c1ncn2Cc1ccc([N+](=O)[O-])cc1
 : -1%	15%	-2%
> Nc1nc(N)c2nc(-c3ccccc3)c(N)nc2n1
 : ?	-14%&1%	?
> CC(Oc1ccccc1)C(=O)Nc1nnc(C2CCCCC2)s1 (stereo unspecified)
 : 27%	-1%	-5%
> O=S(=O)(c1ccc(-c2ccon2)s1)N1CCCC1
 : -3%	11%	?
> COc1cccc(NC(=O)N2CCCC2C(=O)NC23CC4CC(CC(C4)C2)C3)c1 (stereo unspecified)
 : 0%	3%	-1%
> O=C(Nc1ccc(F)cc1)c1nc[nH]c1C(=O)Nc1ccc([N+](=O)[O-])cc1
 : 4%	7%	0%
> O=C(Nc1ccc(Cl)cc1)C1C2CCCCC21 (stereo unspecified)
 : -9%	-10%	9%
> CCCN1CCN(CCCNC(=O)c2cc3c(=O)[nH]c4ccc(C)cc4c3s2)CC1
 : 9%	-32%	-7%
> Cc1nnc(NC(=O)C(C)Sc2nnc(-c3ccco3)n2C(C)C)s1 (stereo unspecified)
 : -5%	1%	-6%
> O=c1cc(-c2ccccc2)oc2cc(O)c(O)c(O)c12
 : ?	35µM*	-4%
> Cc1cc2n(n1)CCCN2C(=O)Nc1cccc(C)c1C
 : ·	22%	-1%
> CCC(C)N(C(=O)Cn1nnc(-c2ccc(F)cc2)n1)C1CCS(=O)(=O)C1 (stereo unspecified)
 : 0%	21%	-8%
> COc1ccc(-c2c(C#N)c(SCC(=O)Nc3ccc(C)c(C)c3)nc(C)c2C(=O)Nc2ccccc2)cc1OC
 : ·	-9%	-3%
> CC1(C)CC(=O)C(N=Nc2ccc(S(=O)(=O)N3CCCCCC3)cc2)=C(O)C1
 : 16%	3%	4%
> O=C(CN1CCOCC1)N1CCN(c2nnc(-c3ccccc3)c3ccccc23)CC1
 : 2%	-5%	-9%
> COc1ccc(-c2nc(SC(C)C(=O)Nc3ccc(NC(C)=O)cc3)n[nH]2)cc1 (stereo unspecified)
 : 2%	1%	-3%
> COc1ccccc1CNCC(c1ccccc1)c1ccccc1
 : -6%	·	2%
> OCCNC(=S)NCc1ccccc1
 : 1%	20%	-3%
> CC1CC(C)CN(S(=O)(=O)c2ccc(C(=O)Nc3sccc3C(N)=O)cc2)C1 (stereo unspecified)
 : -8%	8%	0%
> O=C(/C=C/c1cccc(F)c1)Nc1nccs1
 : -7%	9%	-5%
> COc1ccc(CN(C2CCCC2)S(=O)(=O)c2ccc(-n3cnnn3)cc2)cc1
 : -14%	-5%	·
> Cc1ccc(C)c2sc(NC(=O)CN3C(=O)CCC3=O)nc12
 : 16%	1%	-18%
> COc1ccc(OC)c(S(=O)(=O)NCc2cn3ccsc3n2)c1
 : -6%	2%	2%
> O=C(Nc1nccs1)C1CCN(S(=O)(=O)c2c(Cl)cccc2Cl)CC1
 : -5%	-18%	-12%
> Cc1cc(C)cc(NC(=O)CSc2nnc(CNC(=O)c3cccs3)o2)c1
 : 5%	-3%	-3%
> Cc1ccccc1Cn1c(C)c(CNCc2ccccc2)c(C(=O)O)c1C
 : ·	-9%	0%
> C=CCn1c(SCC(=O)N(CC)CC)nc(O)cc1=O
 : -13%	-15%	0%
> NC(=O)C[N+]1(CC#CC(O)(c2ccccc2)c2ccccc2)CCCC1
 : 5%	1%	-22%
> Cc1csc2ncnc(N3CCN(C(=O)Nc4ccc(OC(F)(F)F)cc4)CC3)c12
 : 2%	-28%	-21%
> CCc1ccc(NC(=O)CC2C(=O)N(c3cccc(OC)c3)C(=O)N2C2CCCC2)cc1 (stereo unspecified)
 : ·	-13%	-4%
> CCN(CC)CCn1c(NCc2nc3ccccc3n2Cc2ccccc2)nc2ccccc21
 : -4%	-20%	56%[activator]
> CCn1c(SCC(=O)Nc2cccc(NC(C)=O)c2)nnc1-c1ccco1
 : 3%	-5%	-6%
> O=[N+]([O-])c1cccc(S(=O)(=O)NCCc2cccs2)c1
 : -8%	-7%	-2%
> O=C1NC(=S)N/C1=C\c1cccc([N+](=O)[O-])c1
 : -3%	12%	-12%

An excerpt of these results, in CSV form:
Structure,N370S GC,FEN1 inhibitor,KAT2A inh
CC1CC(C)CN(S(=O)(=O)c2ccc(C(=O)Nc3sccc3C(N)=O)cc2)C1 (stereo unspecified),-8%,8%,0%
O=C(/C=C/c1cccc(F)c1)Nc1nccs1,-7%,9%,-5%
COc1ccc(CN(C2CCCC2)S(=O)(=O)c2ccc(-n3cnnn3)cc2)cc1,-14%,-5%,·

Additional entries follow:
Order of results – N370S GC	FEN1 inhibitor	KAT2A inh
> Cc1cc2ccccn2c1C(=O)c1cccc(F)c1
 : -8%	9%	-9%
> CSc1nnc2c3ccccc3n(CCc3ccccc3)c2n1
 : 31%	-14%	-6%
> CCOC(=O)O[C@@H](C)OC(=O)[C@@H]1N2C(=O)[C@@H](NC(=O)[C@@H](N)c3ccccc3)[C@H]2SC1(C)C
 : -3%[21.6 µM]	·	4%[21.4 µM]
> CCN(CCNC(=O)C1CCN(S(=O)(=O)c2cccc3nsnc23)CC1)c1ccccc1
 : -11%	1%	-3%
> CCC(=S)/C=C1\Sc2ccccc2N1CCCS(=O)(=O)O
 : -10%	-5%	0%
> CN(C(=O)C1CCN(S(=O)(=O)c2cccs2)CC1)c1ccccc1
 : 8%	6%	-15%
> C[C@H]1C[C@H]2[C@@H]3CCC4=CC(=O)C=C[C@]4(C)[C@@]3(Cl)[C@@H](O)C[C@]2(C)[C@@]1(O)C(=O)CO
 : -2%	1%	-3%&2%
> CCn1nnc(NC(=O)c2ccc([N+](=O)[O-])o2)n1
 : -7%	4%	-3%
> O=C(OC1CCCCC1=O)c1ccc(F)c(S(=O)(=O)N2CCOCC2)c1 (stereo unspecified)
 : -6%	1%	-7%
> CCCSc1nnc(Sc2nnnn2-c2ccccc2)s1
 : 12%	-12%	-5%
> CCCCOc1ccc(C(=O)NN2C(=O)NC3(CCCCC3)C2=O)cc1OC
 : -7%	0%	-4%
> Cc1cccc(-c2nc(S(=O)(=O)c3ccc(F)cc3)c(NCCCN3CCOCC3)o2)c1
 : -16%	-18%	-9%
> CCOC(=O)/C(=N\Nc1ccc(C(C)=O)cc1)c1csc(Nc2ccccc2)n1
 : -1%	2%	-4%
> Cc1cccc(N(C)C(=O)CN(C)S(=O)(=O)c2ccc3c(c2)c(=O)n(C)c(=O)n3C)c1
 : 2%	13%	3%
> CCCCC(=O)N1CCCC(c2nc(-c3cccc(OC)c3)no2)C1 (stereo unspecified)
 : 1%	2%	-1%
> O=C(N[C@@H](Cc1ccccc1)C(=O)NC1CC1)c1ccc(Cl)cc1
 : 6%	10%	-2%
> CN1CCN(S(=O)(=O)c2ccc(-c3ccccc3)cc2)CC1
 : -3%	33%[activator]	-6%
> CCCN(CC(=O)Nc1ccccc1C)C(=O)c1cccc(S(=O)(=O)N2CCc3ccccc3C2)c1
 : -3%	11%	-15%
> C[C@]12c3[nH]c4ccc(Cl)cc4c3CCN1C(=O)[C@@H](CC(=O)NCCCn1ccnc1)C[C@@H]2C(=O)N1CCCCC1
 : ·	18%	0%
> O=C(NCc1ccccc1)C(=O)Nc1c2c(nn1-c1ccccc1)CSC2
 : ·	-3%	-5%
> COc1ccc(C(=O)NCC(=O)OCCCOC(=O)CNC(=O)c2ccc(OC)c(OC)c2)cc1OC
 : -4%	-4%	?
> COc1ccccc1N(C(=O)c1ccco1)C(C(=O)NC1CCCC1)c1ccc(N2CCOCC2)cc1 (stereo unspecified)
 : 1%	-3%	3%
> COc1ccccc1N/C(=N/c1nc(C)cc(C)n1)NC(C)=O
 : -2%	·	-3%
> COc1ccc(-c2nnc(C3CCN(S(=O)(=O)c4ccccc4)CC3)o2)cc1
 : -4%	-13%	?
> N=C1C(=O)OCC1c1ccccc1NC(=O)c1ccccc1 (stereo unspecified)
 : 3%	0%	-2%
> O=C(NCCC1=CCCCC1)C1CCN(S(=O)(=O)c2cccs2)CC1
 : 2%	-15%	-7%
> O=C(COc1ccccc1[N+](=O)[O-])N/N=C/C=C/c1ccco1
 : 11%	14%	-17%
> Cc1ccc(N(C)S(=O)(=O)c2cccc(C(=O)NNC(=O)c3ccncc3)c2)cc1
 : ·	17%	0%
> Cc1ccc(NS(=O)(=O)c2cc(N)ccc2Cl)c(C)c1
 : 6%	-1%	0%
> O=C(Nn1cnnc1)c1cc2cc(Br)ccc2oc1=O
 : 1%	1%	-2%
> COc1ccc([N+](=O)[O-])cc1NS(=O)(=O)c1ccc(Cl)c(C(=O)Nc2sc3c(c2C#N)CCCCC3)c1
 : -12%	·	-9%
> CC1=C(C(=O)Nc2ccc(C)cc2C)C(c2ccc[nH]2)n2ncnc2N1 (stereo unspecified)
 : ·	1%	10%
> CCc1cccc(C)c1NC(=O)COC(=O)C1CCN(S(=O)(=O)c2ccccc2)CC1
 : -2%	-3%	2%
> O=C(Nc1ncccn1)c1cc(-c2cccc(Br)c2)nc2ccccc12
 : 0%	?	-8%
> COc1cc(CN2CCN(S(=O)(=O)c3ccc(F)cc3)CC2)cc(OC)c1OC
 : -18%	13%&1%	2%&-7%
> CCOC(=O)c1c(C)[nH]c(C)c1C(=O)COC(=O)c1ccccc1O
 : 15%	9%	1%
> Nc1c2c(nc3ccn(Cc4ccccc4)c(=O)c13)CCC2
 : -5%	4%	-3%
> Cc1cccc2c1NC(=O)C2(O)N1CCCC(C)C1 (stereo unspecified)
 : 0%	-5%	?

Some of these compounds in order of length of the SMILES, descending:
Order of results – N370S GC	FEN1 inhibitor	KAT2A inh
> COc1ccc([N+](=O)[O-])cc1NS(=O)(=O)c1ccc(Cl)c(C(=O)Nc2sc3c(c2C#N)CCCCC3)c1
 : -12%	·	-9%
> COc1cc(CN2CCN(S(=O)(=O)c3ccc(F)cc3)CC2)cc(OC)c1OC
 : -18%	13%&1%	2%&-7%
> CC1=C(C(=O)Nc2ccc(C)cc2C)C(c2ccc[nH]2)n2ncnc2N1 (stereo unspecified)
 : ·	1%	10%
> CCOC(=O)c1c(C)[nH]c(C)c1C(=O)COC(=O)c1ccccc1O
 : 15%	9%	1%
> Cc1cccc2c1NC(=O)C2(O)N1CCCC(C)C1 (stereo unspecified)
 : 0%	-5%	?
